# aSyn yeast inh: inhibitors of alpha-synuclein toxicity in yeast; Yeast expressing alpha-synuclein, growth rescue, BacTiter-Glo, 24 h; Potency, µM (titrated, usually from 46.1 µM), inactives show at the top dose growth rescue (activation), most hits filed as activators; 370,000 compounds, 0.14% hits; AID 652106; also: potency is read from the fitted curve at half-maximal effect; % of control where 0% means no effect; nearly all actives have a fitted effect of over 65% in size
#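 Screening used galactose-induced yeast with toxic alpha-synuclein levels, exposed to compound for 24 hr at 30 deg C. Cell growth, read with BacTiter-Glo luminescence, gave the measured signal.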
# GLP-1R inv ag: GLP-1 receptor (human) inverse agonism; HEK293 GLP-1R CRE-luciferase, luminescence, 24 h; GLP-1R form is constitutively active; Potency, µM (top dose mostly 38.3 µM), for the others: at the highest dose activity change, negative = inhibition, most hits filed as inhibitors; 410,000 compounds, 1.6% hits; AID 624417; also: potency is read from the fitted curve at half-maximal effect; % is scaled to controls: 0 for no effect and ±100 for the full control effect; nearly all actives have a fitted effect of over 55% in size
# Target sequence (P43220 whole entry, looked up): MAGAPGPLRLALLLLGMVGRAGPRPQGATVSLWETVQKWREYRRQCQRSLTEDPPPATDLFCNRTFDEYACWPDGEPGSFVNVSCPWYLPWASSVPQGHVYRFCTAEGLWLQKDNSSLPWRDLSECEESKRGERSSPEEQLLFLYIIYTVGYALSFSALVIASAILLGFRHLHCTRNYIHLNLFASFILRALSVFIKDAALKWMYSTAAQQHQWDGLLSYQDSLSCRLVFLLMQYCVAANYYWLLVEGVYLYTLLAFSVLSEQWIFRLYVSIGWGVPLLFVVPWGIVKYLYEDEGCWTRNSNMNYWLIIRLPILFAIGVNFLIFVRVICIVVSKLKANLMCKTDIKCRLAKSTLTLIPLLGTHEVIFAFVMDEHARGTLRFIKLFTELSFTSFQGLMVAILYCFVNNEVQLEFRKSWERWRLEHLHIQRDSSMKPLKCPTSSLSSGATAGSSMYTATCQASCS
#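 Cells are plated, allowed 12 hours at 37 deg C, then treated with compounds for 24 hr before luciferase detection reagent is added and luminescence is read after 12 min at room temperature. The HEK293 line carries constitutively active GLP-1R with a cAMP-responsive reporter.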
# HEK293 tox: cytotoxic in the GLP-1 receptor inverse agonist counter-screen; HEK293 cAMP-luciferase reporter cells, luminescence, 24 h; Potency, µM (highest dose often 38.3 µM), for inactives: at the highest dose activity change, negative = inhibition, usual class: inhibitors; 410,000 compounds, 0.13% hits;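 also: loss of luciferase light is scored as toxicity; potency is read from the fitted curve at half-maximal effect; % is scaled to controls: 0 for no effect and ±100 for the full control effect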
#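 A 23 nL compound transfer followed 12 hours of cell culture at 37 deg C; exposure then lasted 24 hr. Luciferase assay detection reagent was dispensed and plates read for luminescence after a 12 min room-temperature wait.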
# Abeta yeast res: compounds reversing amyloid beta toxicity in yeast | AID 1347071 | yeast expressing A-beta42, growth rescue, OD600, 48 h; response scale: 0% DMSO, 100% iron-clioquinol control | 410,000 compounds, 0.063% hits | Potency, µM (highest dose often 46.1 µM), inactives show top-dose growth rescue, hits mostly activators; also: potency is read from the fitted curve at half-maximal effect; nearly all actives have a fitted effect of over 55% in size
#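 Yeast growth medium received pinned compounds, then yeast cells expressing toxic A-beta were added; plates incubated at 30 C for 48 hr. Growth read as absorbance at 600 nm, normalized to DMSO and equimolar FeCl3 plus clioquinol controls.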
# PTHR1 ag: PTHR1 (human) receptor agonism. Q03431. HEK293 GP2 PTHR1 cells, GloSensor cAMP luminescence, 1 h. Potency, µM (top dose mostly 115 µM), inactives show at the highest dose activation, most hits filed as activators. 410,000 compounds, 0.075% hits; also: potency is read from the fitted curve at half-maximal effect; nearly all actives have a fitted effect of over 55% in size; some results filed as inactive show a strong effect at the top dose; inactives centre near -15; many of its hits are not listed in these tables
# Target sequence (Q03431 whole entry, looked up): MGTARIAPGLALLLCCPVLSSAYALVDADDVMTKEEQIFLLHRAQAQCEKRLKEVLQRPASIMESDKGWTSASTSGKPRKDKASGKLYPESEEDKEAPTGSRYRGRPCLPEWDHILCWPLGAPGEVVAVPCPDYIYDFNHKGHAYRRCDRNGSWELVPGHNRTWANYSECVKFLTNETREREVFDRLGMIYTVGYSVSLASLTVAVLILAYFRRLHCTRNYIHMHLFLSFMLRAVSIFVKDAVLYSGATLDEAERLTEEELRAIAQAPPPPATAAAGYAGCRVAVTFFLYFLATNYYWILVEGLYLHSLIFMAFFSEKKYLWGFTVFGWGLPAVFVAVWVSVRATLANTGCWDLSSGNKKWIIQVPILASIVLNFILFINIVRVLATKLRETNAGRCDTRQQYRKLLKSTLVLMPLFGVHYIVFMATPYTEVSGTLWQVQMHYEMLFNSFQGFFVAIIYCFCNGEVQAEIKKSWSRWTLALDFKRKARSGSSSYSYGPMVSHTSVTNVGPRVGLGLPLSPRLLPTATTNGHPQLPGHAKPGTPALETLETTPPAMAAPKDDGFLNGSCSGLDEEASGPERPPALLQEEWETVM
#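 HEK-293-derived GP2 cells expressing PTHR1 and a GloSensor cAMP reporter, 3,000/well, plated overnight, given luciferin plus IBMX (each 0.5 mM as added) for 1 h at 37 °C, then compound for 1 h at 37 °C. Luminescence was read after 15 min at room temperature.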
# Mm-Cpn inhibitor: blocks the Methanococcus maripaludis chaperonin Mm-Cpn | purified Mm-Cpn ATPase, ADP Transcreener TR-FRET | Potency, µM (top dose mostly 76.9 µM), for inactives: top-dose activity, negative = inhibition, hits mostly inhibitors | AID 504842 | 330,000 compounds, 0.031% hits; also: potency is read from the fitted curve at half-maximal effect; % is scaled to controls: 0 for no effect and ±100 for the full control effect; nearly all actives have a fitted effect of over 80% in size
#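 Inhibition of chaperonin ATP hydrolysis is measured as reduced ADP production, detected by competitive TR-FRET in which signal falls with ADP. Final enzyme 25 nM and ATP 10 uM, reacted 30 min at 37°C.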
# TDP-43 yeast inh: inhibitors of TDP-43 toxicity in yeast | TDP-43 expressing yeast growth rescue, BacTiter-Glo, 24 h | Potency, µM (doses to about 46.1 µM), for inactives: top-dose growth rescue (activation), hits mostly activators | 410,000 compounds, 1.8% hits | AID 652104; also: potency is read from the fitted curve at half-maximal effect; % of control where 0% means no effect; nearly all actives have a fitted effect of over 50% in size
#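 Cell-based yeast growth screen: TDP-43 expression induced in galactose, inoculum OD600=0.02 after raffinose pregrowth to mid-log. Read-out BacTiter-Glo luminescence at 24 hr, 30 deg C; inhibition of toxicity seen as signal increase.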
# FUS yeast rescue: FUS proteinopathy suppression in yeast. 390,000 compounds, 0.24% hits. S. cerevisiae FUS-expressing, growth rescue, OD600, 24 h. Potency, µM (highest dose often 76.6 µM), inactives show at the highest dose growth rescue (activation), hits mostly activators;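 also: potency is read from the fitted curve at half-maximal effect; plate controls were DMSO vehicle for no effect and reference control for full effect; nearly all actives have a fitted effect of over 55% in size; some results filed as inactive show a strong effect at the top dose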
#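 Galactose (2%) drives FUS expression in yeast precultured in raffinose; seeding density OD 0.005. Test compounds incubated 24hr at 30C and 99% humidity before absorbance at 600 nm was measured.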
# Akt phos inh: blocks phosphorylation of Akt | 360,000 compounds, 0.32% hits | Neuro2A IGF-stimulated pAkt S473 HTRF, 20 min; active compounds read low | activity change, % for hits at 50 µM; in the data active = activity change below about -80%; inconclusive = mostly about -51% to -80%; also: % is scaled to controls: 0 for no effect and ±100 for the full control effect
#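 Neuro2A cells (4,500/well, DMEM with 0.5% FBS) were treated with compound at a single 50 µM final concentration, stimulated with 6 nM IGF for 20 min at 37 °C, and lysed. Phospho-Akt Ser473 was read by HTRF as 665/615 ratio ×10^4.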
# * hit, by the source's call; i = inactive; ? = inconclusive; · = not tested or not shown; & = joins results of further samples; [ ] = another dose, or the depositor's remark. Unless noted, calls follow the shape of the dose curve; as a rule, active = well fitted curve in the direction sought with a large enough effect; inconclusive = small, poorly fitted or top-dose-only effect, or another doubt; inactive = no such curve, though single readings can be large; an effect the other way counts as inactive or inconclusive.
# Each structure is followed by: HEK293 tox, Akt phos inh, aSyn yeast inh, FUS yeast rescue, GLP-1R inv ag, TDP-43 yeast inh, Mm-Cpn inhibitor, Abeta yeast res, PTHR1 ag
- C[N+]1(C)[C@@H]2CC(OC(=O)[C@H](CO)c3ccccc3)C[C@H]1[C@@H]1O[C@@H]12 (stereo partly specified)
  -4%&0%, i, -10%&-9%, -33%&-39%, 3%&10%, -12%&29%, -2%&5%, -19%&-12%, -11%
- COc1ccc(-n2c(O)c(C=NCCCn3ccnc3)c(=O)[nH]c2=O)cc1
  -1%, i, -3%, -31%, 8%, 10%, 1%, -1%, -6%
- Cc1nn(CCC#N)c2c1P(=S)(N1CCCC1)OC(c1ccc(F)cc1)=N2 (stereo unspecified)
  12%, i, -54%[inhibitor], -10%, 23%, -16%, 0%, -29%, i
- COC(=O)C1=C(c2ccc(F)cc2OCc2ccccc2)C[C@@H]2CC[C@H]1N2C(=O)NCc1ccccc1Br
  1%, i, 11%, 42%, -5%, ?, 1%, 6%, -23%
- Cc1cccc(C)c1NC1=NCCCS1
  5%, i, 0%&-9%, -32%, -10%, 12%, 1%[15.4 µM], -8%, i
- C=CC[N+]1(C)CC[C@]23c4c5ccc(O)c4O[C@H]2C(=O)CC[C@@]3(O)[C@H]1C5 (stereo partly specified)
  2%, i, -2%, -37%, 7%, 19%, -2%, 3%, i
- CC(c1ccccc1)n1cncc1C(=O)N1CCCC1=O (stereo unspecified)
  2%, i, 12%, 23%, 0%, 4%, -1%, 10%, -21%[57.5 µM]
- COc1cc2c(cc1OC)C(C(=O)N(C)C1CCCCC1)C1CCCCN1C2=O (stereo unspecified)
  -9%, i, -4%, ·, 22%, -39%[inhibitor], 0%, 0%, 19%
- CCN1C(=O)NC(=O)/C(=C\c2cn(CC(=O)N3CCCCC3)c3ccccc23)C1=O
  -22%, i, 0%, 12%, -5%, 8%, 1%, -4%, -38%[inhibitor]
- Cc1cccc(NC(=O)CSc2nnc([C@@H](N)Cc3c[nH]c4ccccc34)o2)c1C
  1%, i, 6%, 29%, -7%, 17%, -3%, 27%, i
- Cc1ccccc1N1CCN(C2CCCN(C(=O)COc3ccccc3)C2)CC1 (stereo unspecified)
  -3%, i, -4%, ·, ?, -2%, 2%, -12%, -39%[inhibitor]
- CC(C)CNC(=O)c1c(N)n(Cc2ccc3c(c2)OCO3)c2nc3ccccc3nc12
  99%[activator], i, 6%, 31%, ?, 16%, -5%, -1%, i
- O=C(N/N=C/c1c(O)n(-c2ccccc2)c(=S)[nH]c1=O)c1ccccc1
  -12%, i, -7%, 6%, 9%, 6%, 2%, -12%, i
- O=c1c2ccccc2nc(/C=C\c2ccccc2[N+](=O)[O-])n1-c1ccccc1O
  -32%, i, 15%, 28%, -36%, 4%, -1%, 5%, -7%
- COc1ccc(CN2CCCC(C(=O)c3ccc(Cl)cc3)C2)c(O)c1 (stereo unspecified)
  2%, i, 3%, 6%, ?, 11%, -2%, -14%, -27%
- CCC(N=c1cc(-c2ccc(OC)c(OC)c2)oc2ccc(C)cc12)C(=O)O (stereo unspecified)
  86%[activator], i, -5%, ·, 58%, 9%, -3%, -6%, -1%
- C=CCS(=O)(=O)N1CCC(CCOc2ccccc2)(C(=O)OCC)CC1
  -1%, i, 1%, 0%, ?, 20%, 2%, 5%, -21%
- O=C(COc1ccccc1)N1CCN(CCN2C(=O)c3cccc4cccc(c34)C2=O)CC1
  -4%, i, 9%, -18%, 2%, 4%, -4%, -4%, i
- C=CCOC(Cn1ccnc1)c1ccc(Cl)cc1Cl (stereo unspecified)
  -8%, i, ?, -7%, ?, 11µM*, 0%, -62%[inhibitor], i
- CC12CC(c3ccccc3O1)N(C(=O)c1ccco1)C(=S)N2c1ccc(F)cc1 (stereo unspecified)
  ?, i, -9%, 21%, 10µM*, 0%, 0%, 5%, ?
- C[C@@H]1CCC2[C@@H](C)C(=O)O[C@@H]3OC4(C)CCC1[C@@]23OO4 (stereo partly specified)
  6%, i, 0%, -6%, 16%, 7.9µM*, -1%, -20%, -1%
- Cc1ccc(C(=O)O)cc1N=Nc1c(O)[nH]c(=O)[nH]c1=O
  ?, i, 2%, 26%, -1%, -33%[inhibitor], -22%, -16%, 24%
- BrCC1C[n+]2c(SCc3ccccc3)nc3sc4c(c3c2O1)CCCC4 (stereo unspecified)
  5%, i, 1%, ?, 29%, ?, -1%, 6%, -24%
- CC(=Nc1ccc2c(c1)CCC2)c1c(O)n(-c2ccccc2)c(=O)[nH]c1=O
  -6%, i, 1%, -27%, 10%, -2%, -1%, -9%, -12%
- Cc1ccc(C)c(N2CCN(C(=O)CCS(=O)(=O)c3ccc4c(c3)oc(=O)n4C)CC2)c1
  -4%&19%, i, 7%, 25%&42%, -10%&-11%, 9%&17%, 1%, 6%&-16%, -33%&-41%[inhibitor]
- O=C(Nc1ccc(OC(F)(F)F)cc1)C1CCN(S(=O)(=O)c2cccs2)CC1
  -26%, ·, ·, 45%, 5µM*, 23%, ·, -19%, -91%[inhibitor]
- CN1CC(C(=O)c2ccc(F)cc2)C(c2ccc(F)cc2)C1 (stereo unspecified)
  -10%, i, ?, -11%, ?, 9%, 3%, -6%, i
- O=C1NC(=O)C(=Cc2ccc(N3CCN(C(=O)c4ccccc4)CC3)c([N+](=O)[O-])c2)C(=O)N1
  0%, i, 18%, 7%, 8%, -11%, -7%, -15%, i
- CCCC(C)C1(CC)C(=O)NC(=Nc2ccccc2OC)NC1=O (stereo unspecified)
  3%, i, -4%, 29%, 5%, 0%, 0%, -17%, i
- Cc1ccc2c(c1)C1CN(C)CCC1N2C(=O)COc1ccc(N(C)S(=O)(=O)c2cccs2)cc1 (stereo unspecified)
  5%, i, 1%, 18%, ?, -6%, 1%, 0%, i
- CCOC(=O)C1=C(O)c2ccccc2C(=O)/C1=C\c1ccc(C)cc1
  ?, i, -76%[inhibitor], ·, -30%, 3.2µM*, 0%, -73%[inhibitor], -40%
- CC(=O)/C=C/c1ccccc1
  3%, i, -4%, -33%, 11%, 10%, 2%, -5%, -2%
- CN(C(=O)Oc1ccc(C(=O)c2ccc(Cl)cc2)cc1)c1ccccc1
  -4%, i, -7%, 31%, 10µM*, 15%, 3%, -3%, -30%
- OCCOCCO
  -11%, i, -1%, -9%, -2%, 24%, 1%, 7%, -29%
- CC1CCCN(C(=O)C2CCC(CNc3c(N4CCCCC4)c(=O)c3=O)CC2)C1 (stereo unspecified)
  1%, i, 0%, 12%, -15%, -19%, ?, -3%, -3%
- O=C(Cn1ncc2c3ccccc3n(Cc3ccccc3F)c2c1=O)N1CCC2(CC1)OCCO2
  2%, i, -2%, -9%, -4%, -9%, 0%, 8%, -8%[57.5 µM]
- O=C1C2CCCN2C(c2cccs2)N1c1ccccn1 (stereo unspecified)
  0%, i, 0%, 10%, 0%, 16%, 1%, 8%, -10%[57.5 µM]
- Cc1ccc(Oc2cnn(-c3ccccc3)c(=O)c2Br)cc1
  -15%, i, 0%, -21%, ?, ?, -19%, 4%, -46%[inhibitor]
- O=C(CCC(=O)N1CCC2(CC1)OCCO2)Nc1nnc(C2CCCCC2)s1
  -1%, i, 4%, 10%, 3%, -1%, 1%, -7%, i
- CCN1C(=O)NC(=O)/C(=C\c2cn(CC(=O)N3CCCCC3C)c3ccccc23)C1=O (stereo unspecified)
  1%, i, 5%, 29%, 6%, -4%, 0%, -3%, -31%
- O=C(CN1C(=O)C2(OCCO2)c2ccccc21)c1ccc(F)cc1
  6%, i, 10%, 57%, 1%, -18%, 0%, 6%, -32%[inhibitor]
- Cc1ccc(/C=C2\C(=O)NC(=O)N(CCc3ccc(F)cc3)C2=O)o1
  -9%, i, -4%, 10%, -1%, -6%, -2%, 31%, -46%[inhibitor]
- COC(=O)c1c(NC(=O)/C=C/C(=O)O)sc(C)c1-c1ccc(C(C)C)cc1
  ?, i, -70%[inhibitor], 29%, ?, -13%, 3%, -4%, ?
- C[C@@]12CC[C@@H](c3cc4c(cc3C1)OCO4)N2c1ccccc1
  0%, i, -7%, -7%, -30%, ?, ·, 1%, i
- CCC(=NCc1ccco1)c1c(O)n(C2CCCCC2)c(=O)[nH]c1=O
  -3%, i, -15%, 18%, ?, 0%, -1%, 9%, -6%[57.5 µM]
- CCOC(=O)[C@]12Cc3cc(C)ccc3[C@H]1N(C1CCCCC1)C(=O)c1cc(OC)ccc12
  ?, i, -64%[inhibitor], ?, ?, -89%[inhibitor], ·, -92%[inhibitor], -53%[inhibitor]
- CC1=CC(=O)C2=C(C)CC(O)C3C(C)C(=O)OC3C12 (stereo unspecified)
  -5%, i, -8%, -7%, 6%, -1%, -2%, 3%, i
- O=P(O)(O)COc1ccccc1O
  -1%, i, -9%, -11%, 1%, -16%, -1%, 13%, -23%[57.5 µM]
- COC(=O)C1=C(c2ccc(F)cc2OCc2ccccc2)C[C@@H]2CC[C@H]1N2C(=O)NCc1ccc([N+](=O)[O-])cc1
  3%, i, 3%, 39%, ?, ?, 1%, 3%, -8%
- Cc1ccc(NP(=O)(Oc2ccccc2)Oc2ccccc2)cc1
  5%, i, 11%, 23%, -48%, ·, ·, -1%, -39%[inhibitor]
- CC(=O)CC(c1ccc2c(c1)OCO2)c1c(O)c2ccccc2oc1=O (stereo unspecified)
  -19%, i, 2%, 6%, 4%, 3%, ·, 12%, -6%

# Assay outcomes from PubChem BioAssay.

# Only part of the results is shown; count on the stated rates, not on these rows.
